HCV core dimer – blocks dimerization of HCV core protein; TR-FRET GST/Flag-core106 dimerization, 1536-well; inhibition, % at 5 µM; actives 0.33% (n = 300,000); AID 1899;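 active = inhibition above the mean of all tested compounds plus 3 SD, set per screening campaign, cut at about 45% in these data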
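System – GST-tagged and Flag-tagged HCV core protein residues 1-106 · Repeats – one well for each compound · Technique – TR-FRET 671 and 617 nm emission · Doses – one concentration, 5 µM, in 0.5% DMSO · Times – 4 h, 22.5 °C incubation · Also added – Eu donor and XL665 acceptor anti-tag antibodies · Measure – percent inhibition of core106 dimerization signal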
PP5 primary – inhibitors of human protein phosphatase 5 (PP5); P53041; purified PP5c, OMFP substrate fluorescence; inhibition, % at 6.7 µM; actives 0.18% (n = 320,000); AID 1987;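 active = inhibition above the campaign's mean inhibition across all tested compounds plus 3 SD, cut at about 9.5% in these data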;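 note: 0% = DMSO only and 100% = 100 µM cantharidin control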
Target sequence (P53041 whole entry, looked up): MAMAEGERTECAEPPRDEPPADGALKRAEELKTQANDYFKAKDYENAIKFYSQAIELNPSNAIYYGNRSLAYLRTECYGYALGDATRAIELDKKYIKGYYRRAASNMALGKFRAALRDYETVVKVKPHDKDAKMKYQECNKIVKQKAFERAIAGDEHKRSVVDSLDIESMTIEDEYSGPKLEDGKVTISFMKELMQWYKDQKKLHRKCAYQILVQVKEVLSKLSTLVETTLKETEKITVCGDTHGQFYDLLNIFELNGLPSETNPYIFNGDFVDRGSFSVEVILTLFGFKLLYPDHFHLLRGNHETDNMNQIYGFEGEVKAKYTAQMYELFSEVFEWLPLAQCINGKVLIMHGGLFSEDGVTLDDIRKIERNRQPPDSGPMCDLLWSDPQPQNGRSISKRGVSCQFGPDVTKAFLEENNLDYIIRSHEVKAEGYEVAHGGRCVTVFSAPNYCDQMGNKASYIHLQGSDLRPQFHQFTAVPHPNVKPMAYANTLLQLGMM
EBNA-1 inhibitor – blocks EBNA-1 binding to DNA | EBNA-1 DNA binding, fluorescence polarization | inhibition, % at 14.8 µM | actives 0.34% (n = 300,000) | AID 1950; in the data active = inhibition above about 28%
ZTA counter – counter-screen for EBNA-1 inhibitors: inhibitors of Epstein-Barr virus ZTA | AID 2234 | inhibition, % at 11 µM | ZTA-DNA binding, fluorescence polarization | P03206 | actives 0.15% (n = 320,000); in the data active = inhibition above about 33%
Target sequence (P03206 whole entry, looked up): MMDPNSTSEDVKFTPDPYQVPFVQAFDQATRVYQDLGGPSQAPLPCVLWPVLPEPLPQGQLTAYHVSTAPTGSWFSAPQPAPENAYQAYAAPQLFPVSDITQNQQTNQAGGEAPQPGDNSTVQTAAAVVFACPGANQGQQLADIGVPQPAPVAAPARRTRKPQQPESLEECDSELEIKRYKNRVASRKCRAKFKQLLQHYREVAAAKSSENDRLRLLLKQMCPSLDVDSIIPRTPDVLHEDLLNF
Fh CTSL1 inh – blocks F. hepatica cathepsin L1 in PFM18AAP counter-screen; recombinant F. hepatica cathepsin L1, Z-Leu-Arg-MCA fluorescence; inhibition, % at 5.96 µM; actives 0.49% (n = 300,000);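 active = inhibition above the mean of all tested compounds plus 3 SD, set per screening campaign, cut at about 17% in these data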;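 note: 0% = plate median of test compound wells and 100% = 1 µM Z-Phe-Ala-diazomethylketone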
JMJD2C inh – human JMJD2C demethylase inhibition | GST-JMJD2C(1-420) H3K9me3 demethylation, DELFIA europium | inhibition, % at 2.35 µM | Q9H3R0 | actives 0.069% (n = 330,000);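 active = more than half of a compound's replicate wells show inhibition beyond 50%, single wells judged on their own value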;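 note: signal counts dimethyl H3K9 product captured on neutravidin plate; 0% = median of DMSO wells and 100% = 0.3 times that DMSO median; strong numbers were not always called active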
Yeast superoxide – yeast age-related superoxide inhibition as caloric restriction mimetic; superoxide response (% of plate mean), % at 10 µM; S. cerevisiae aged cells, superoxide DHE fluorescence; active compounds read low; actives 0.18% (n = 330,000); AID 2690;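 active = superoxide response under a set limit, about three screen SD below normal, cut at about 65% in these data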;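 note: yeast aged for seven days with compound at 30 °C before DHE staining; 100% = average MFI of all compound-treated wells on the plate with controls excluded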
TPT1 inh – inhibitors of Candida albicans tRNA 2'-phosphotransferase TPT1 | recombinant caTPT1, FP RNA substrate dephosphorylation | inhibition, % at 5 µM | actives 0.81% (n = 300,000);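 active = inhibition above the mean of all tested compounds plus 3 SD, set per screening campaign, cut at about 24% in these data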;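 note: plate controls were DMSO alone for no effect and ferristatin control at 100 nM for full effect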
PP1 inh – counter-screen for PP5 inhibitors: inhibitors of human PP1-alpha. P62136. purified PP1alpha, OMFP fluorescence. inhibition, % at 6.7 µM. actives 0.9% (n = 320,000);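 active = inhibition above the mean inhibition of all tested compounds plus 3 SD, computed separately for each screening campaign, cut at about 15% in these data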
Target sequence (P62136 whole entry, looked up): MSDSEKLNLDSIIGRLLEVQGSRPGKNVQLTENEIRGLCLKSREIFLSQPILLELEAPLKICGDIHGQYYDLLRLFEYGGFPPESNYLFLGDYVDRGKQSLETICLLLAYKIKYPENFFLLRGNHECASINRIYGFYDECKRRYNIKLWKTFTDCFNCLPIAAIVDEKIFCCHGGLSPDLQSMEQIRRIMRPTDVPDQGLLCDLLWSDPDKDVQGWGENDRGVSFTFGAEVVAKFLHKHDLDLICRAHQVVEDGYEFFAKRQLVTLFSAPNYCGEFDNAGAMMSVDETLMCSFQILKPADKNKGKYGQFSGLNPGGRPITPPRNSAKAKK
* marks the source's active call; other numbers are inactive results; x = not tested or not shown.

SMILES	HCV core dimer	PP5 primary	EBNA-1 inhibitor	ZTA counter	Fh CTSL1 inh	JMJD2C inh	Yeast superoxide	TPT1 inh	PP1 inh
COc1cccc(N=C(N)N=C(N)N)c1	2	-0.2	-5	2	1	-1	101	0	-3
CCOC(=O)N1N=C(C)CC1(O)c1ccc(Cl)cc1 (centres undefined)	-3	-0.8	-18	-12	-3	-8	101	-2	-2
COc1ccc2nc(N/C(N)=N/C(=S)Nc3ccccc3)nc(C)c2c1	17	2.2	-13	-2	0	0	107	3	-1
N#Cc1c(NC(=O)C(=O)NCCCN2CCOCC2)sc2c1CCCC2	0	2.4	0	-3	-1	0	86	-2	-3
CC(C)NC(=O)C1c2ccccc2Oc2ccccc21	-1	-1.6	-4	2	-4	-1	101	-2	2
CC(OC(=O)C1CC(O)CN1S(=O)(=O)c1ccccc1[N+](=O)[O-])C(=O)N1CCCCC1 (centres undefined)	-4	-0.7	-5	-14	-4	-8	92	-3	1
CCOC(=O)C(N)CSC1CC(=O)N(CCc2ccccc2)C1=O (centres undefined)	-1	4.2	-7	9	-1	-7	106	2	-5
COc1ccc(-n2nc3cc(C)c(NC(=S)NC(=O)c4ccccc4C)cc3n2)cc1	42	6.0	7	-15	-1	4	100	1	-1
O=c1c2ccc(Cl)cc2nc(-c2ccc([N+](=O)[O-])cc2)n1O	5	-0.6	-7	-2	-1	13	54*	1	3
CCn1ncc(-c2csc(N)n2)c1C	3	-0.7	6	7	2	1	97	1	-2
CCN(C(=O)CSc1nnc(-c2ccco2)n1C)c1c(N)n(Cc2ccccc2)c(=O)[nH]c1=O	x	1.1	x	2	x	5	94	x	-1
COc1ccc(CNC(=O)c2cc(C3CC3)on2)cc1	1	-0.2	11	-1	5	-5	97	0	-1
O=C(O)CSc1nnc(-c2ccncc2)n1C1CCCCC1	-4	0.8	-5	7	-3	-6	98	-3	-5
Cc1cc(-c2nnc(SCC(=O)Nc3ccc(F)cc3)n2N)n[nH]1	4	2.5	9	-7	1	-14	110	-5	-2
Cc1ccc(NC(=O)CS(=O)CC(=O)NCC2OCCc3ccccc32)c(C)c1 (centres undefined)	-5	0.6	-14	-3	-2	-2	91	4	0
CNC(=S)NNC(=O)Cc1ccc(O)cc1	0	2.7	-4	3	-5	8	100	3	-3
O=C(O)C1CCCCC1C(=O)Nc1cc(C(F)(F)F)ccc1Cl (centres undefined)	4	0.8	5	0	8	7	108	-1	1
CC1Cc2ccccc2N1CC(=O)Nc1ccc(S(=O)(=O)N(C)C)cc1 (centres undefined)	5	0.8	3	2	0	14	104	-1	3
COC(=O)C1=C(C)Nc2[nH]c(=S)[nH]c(=O)c2C1c1ccc(OC)cc1 (centres undefined)	0	2.6	7	-6	-1	-4	86	1	-2
Cc1nc2c(cc1NC(=O)c1ccccc1)nc(C)n2Cc1ccccc1	8	-0.4	-2	21	4	3	103	2	-3
O=C(C(Cc1ccccc1)N1C(=O)C2C3C=CC(C3)C2C1=O)N1CCCCC1 (centres undefined)	-1	2.2	1	-4	-1	6	101	-1	0
COc1cccc(Nc2nc(CN3CCOCC3)nc3sc4c(c23)CCCC4)c1	6	3.4	2	6	1	-1	97	-5	1
C=CCNC(=O)NC(=O)COC(=O)C(C)Oc1ccc(Cl)cc1Cl (centres undefined)	-5	1.9	4	12	1	-11	118	-3	4
C=CCn1c(CCc2ccc(OC(C)C)cc2)n[nH]c1=S	-3	0.7	3	-12	-2	17	84	0	1
CCOC(=O)C1=C(CCc2ccccc2)NC(=O)NC1c1cccc([N+](=O)[O-])c1 (centres undefined)	19	0.9	9	22	-2	-21	98	2	3
Cc1ccc(NC(=O)CNC(=O)c2cccs2)nc1	-9	1.0	13	1	2	4	113	-1	7
COc1ccc(N2C(=O)NC(NC(=O)c3cccnc3)(C(F)(F)F)C2=O)cc1 (centres undefined)	-4	0.6	-2	1	-1	4	111	0	-3
CC1=C(CC/C(C)=N/NC(N)=S)C(C)(C)CCC1	-1	0.6	-5	6	8	15	103	-2	-1
COCC(C)OC(=O)c1c(N)n(CC(C)C)c2nc3ccccc3nc12 (centres undefined)	2	5.2	-16	-1	1	-1	101	4	-5
Cc1cc(C(=O)COC(=O)c2ccc(O)cc2)c(C)n1CCc1ccc(F)cc1	6	0.7	0	-5	2	0	99	1	2
CC1CCN(c2nnc(-c3cccs3)c3ccccc23)CC1	-6	3.2	-5	12	-4	4	110	0	1
O=C(CSc1nnc(CNC(=O)c2ccco2)o1)Nc1ccccc1C(F)(F)F	-4	3.6	-18	4	-1	4	83	1	1
COc1ccc(OC)c(CCNC(=O)C(C)n2nc(C)c3c(C)n(-c4ccc(C)cc4)nc3c2=O)c1 (centres undefined)	-4	2.0	8	2	8	2	90	-2	3
CCOC(=O)C1(Cc2ccccc2)C(=O)Nc2ccccc21 (centres undefined)	-3	0.9	11	-5	0	-1	81	-2	-3
COc1ccc(S(=O)(=O)N2CCN(c3nc(-c4cccnc4)nc4ccccc34)CC2)cc1	x	2.4	x	13	x	-7	107	x	21*
O=C(NCCc1ccccn1)c1cncc(Br)c1	-10	0.5	-1	-7	-3	0	98	2	-1
COc1cccc(Oc2ccc(N/C=C/C(=O)C(C)(C)C)cc2)c1	2	3.2	-1	-2	-1	8	85	0	0
O=C(COC(=O)CCN1C(=O)C2CC=CCC2C1=O)Nc1ccc(Cl)cc1F (centres undefined)	x	3.0	x	-6	x	-3	109	x	-1
CCCNc1nc(=S)n(-c2ccccc2)c(C)c1C(C)=O	3	3.8	-6	-22	-6	4	99	0	-7
Cc1sc2nc(CN3CCCC3)nc(N3CCN(C(=O)c4ccco4)CC3)c2c1C	24	-0.2	-1	-6	-2	-6	96	6	7
CC1(C)CC(=O)C2=C(C1)N1CCCCC1CC2=O (centres undefined)	-4	0.8	7	26	0	21	101	-4	-2
O=C(Nc1ccc2c(c1)OCO2)C1CCCN1C(=O)Nc1cccc(F)c1 (centres undefined)	-5	-0.8	-1	4	-1	-5	91	-8	-2
CS(=O)(=O)N(CC(=O)N/N=C/c1ccccc1C(=O)O)c1cccc(Cl)c1Cl	1	1.5	-6	-5	3	0	102	2	-4
COc1ccc(COCCN2CCN(S(=O)(=O)c3ccccc3)CCC2=O)cc1	-9	-2.5	4	-6	-1	-4	93	-1	-3
COC(=O)c1ccc(-c2ccc(OC)c([C@H]3[C@H]4C=CC[C@@H](C)[C@@H]4C(=O)N3Cc3ccccc3)c2)cc1	1	3.1	-7	11	-2	-1	101	3	1
CSCC(C)N1CCC(n2nccc2NC(=O)c2ccc3c(c2)OCO3)CC1 (centres undefined)	-3	-2.3	-1	11	0	-3	110	-4	-2
CC1Cc2ccccc2N1C(=O)CSCC(=O)O (centres undefined)	5	0.6	-9	-1	-1	10	98	-1	-3
COCCn1c(SCC(=O)c2c[nH]c3ccccc23)nnc1-c1ccncc1	-3	-1.8	15	14	-1	1	95	-1	4
CC(=Nc1ccccc1)C1=C(O)CCCC1=O	7	0.8	-2	-7	0	-20	127	-3	-4
COc1cc2nc(C3CCC3)n(NC(=O)COc3ccccc3)c(=O)c2cc1OC	0	0.1	9	-3	-2	8	115	-2	-4

Arranged by length of the SMILES (rising): part of the list above.
SMILES	HCV core dimer	PP5 primary	EBNA-1 inhibitor	ZTA counter	Fh CTSL1 inh	JMJD2C inh	Yeast superoxide	TPT1 inh	PP1 inh
O=C(Nc1ccc2c(c1)OCO2)C1CCCN1C(=O)Nc1cccc(F)c1 (centres undefined)	-5	-0.8	-1	4	-1	-5	91	-8	-2
COc1ccc(COCCN2CCN(S(=O)(=O)c3ccccc3)CCC2=O)cc1	-9	-2.5	4	-6	-1	-4	93	-1	-3
CS(=O)(=O)N(CC(=O)N/N=C/c1ccccc1C(=O)O)c1cccc(Cl)c1Cl	1	1.5	-6	-5	3	0	102	2	-4
COC(=O)c1ccc(-c2ccc(OC)c([C@H]3[C@H]4C=CC[C@@H](C)[C@@H]4C(=O)N3Cc3ccccc3)c2)cc1	1	3.1	-7	11	-2	-1	101	3	1

(further entries)
SMILES	HCV core dimer	PP5 primary	EBNA-1 inhibitor	ZTA counter	Fh CTSL1 inh	JMJD2C inh	Yeast superoxide	TPT1 inh	PP1 inh
Cc1cccc(/N=C/c2nc(-c3ccccc3Br)oc2O)n1	-9	2.1	-9	-19	67*	2	99	3	4
COc1ccc(C(=O)NNC(=O)CN2CCC(n3nnc4cc(F)ccc43)CC2)cc1	0	0.4	6	-4	-2	-1	102	3	-2
CCOc1ccc(CCNC(=O)COC(=O)C2CCN(c3ccc(C(F)(F)F)cn3)CC2)cc1OCC	-1	3.7	-10	-7	0	-2	90	-3	-1
O=C(c1cccc(Cl)c1)N1CCN(Cc2ccccc2F)CC1	3	-1.2	-3	10	-1	-6	103	2	0
CS(=O)(=O)c1ccc(S(=O)(=O)N2CCC(CO)(CCCc3ccccc3)CC2)cc1	7	2.3	1	2	7	5	97	-1	1
COc1ccc(N(C)C(=O)c2cc3c(s2)-c2ccccc2S(=O)(=O)C3)cc1	-2	1.5	0	-30	1	-4	101	-4	0
COc1ccccc1C(=O)NCC(=O)Nc1ccc2c(c1)CCC2	x	2.1	x	12	x	0	91	x	-2
O=C(N/N=C/c1cc([N+](=O)[O-])ccc1O)c1c[nH]c2ccccc12	-2	-0.1	0	5	2	-4	107	-3	9
O=C(Cn1cc2c(n1)CCCC2)NCc1cccnc1	-4	0.9	-9	19	0	5	105	-5	-4
O=C(CCN1C(=O)/C(=C/c2ccc3c(c2)OCO3)SC1=S)Nc1ccc(C(=O)O)cc1	0	0.0	3	1	5	2	107	9	0
CCCNC(=S)N1CCN(C(c2ccccc2)c2ccccc2)CC1	-7	0.7	-6	1	10	1	103	-4	-4
O=C(COC(=O)Cc1ccc(-c2ccccc2)cc1)NCc1ccccc1	11	0.4	9	6	0	-5	94	-2	4
CC1(c2nnc(-c3cccc(Cl)c3)o2)CC(c2ccc(OC(F)(F)F)cc2)=NO1 (centres undefined)	-4	1.6	2	10	1	4	86	1	-3
O=C(c1cc(Br)ccc1O)N1CCN(S(=O)(=O)Cc2ccccc2)CC1	x	0.8	x	-24	x	9	91	x	-2
CCC(C)NC(=O)CCn1ccc2cc(S(=O)(=O)N3CCCC3)ccc21 (centres undefined)	-5	-0.3	7	6	3	18	81	-1	-1
O=C(CSc1ccccc1C(=O)N1CCN(c2ccccc2)CC1)N1CCCC1	x	-1.8	x	-14	x	x	96	x	-4
C/C(=N\NC(=O)C1CC1(c1ccccc1)c1ccccc1)c1cccc([N+](=O)[O-])c1 (centres undefined)	3	1.9	-5	3	-1	-13	111	-1	1
CS(=O)(=O)N1CCN(c2ncccn2)CC1	-5	2.8	-8	-6	0	-2	96	-7	6
COc1ccc2c(C)c(C(=O)N3CC[C@@H](N4CCC(O)CC4)[C@H](O)C3)oc2c1	5	0.8	6	-8	2	0	104	-1	-2
COc1ccc(C2C(C(=O)Nc3ccc(F)cc3)=C(C)Nc3nc(CCCO)nn32)cc1 (centres undefined)	0	3.4	6	9	-2	3	102	2	-6
CC(C)S(=O)(=O)c1csc(C(=O)NNC(=O)Nc2ccccc2)c1Cl	4	0.1	7	2	-17	11	102	1	-1
CCOc1nc(NC(=O)NS(=O)(=O)c2cccc(Cl)c2)nc(-c2ccccc2)n1	-11	1.8	-7	-10	-1	12	107	-1	-4
O=C(NCC1CCCO1)c1ccc2nc(N3CCCCC3)sc2c1 (centres undefined)	-1	-0.4	10	4	0	-14	96	-1	-1

Screening data: PubChem BioAssay, several laboratories

Compounds as they come; any-hit rate near 3.1%.
